Screening results from PubChem.
Shiga toxin inh – blocks Shiga toxin action in Vero cells. Vero cells, Shiga toxin protein synthesis inhibition reporter. 290,000 compounds, 9.2% hits. inhibition, % at 38.7 µM. AID 2315; in the data active = inhibition mostly above about 28%, no sharp cut-off; inactive = mostly below about 43%; note: 0% is about no effect
Giardia FBPA inh – inhibitors of Giardia lamblia fructose-1,6-bisphosphate aldolase. Potency, µM (doses to about 59.6 µM), inactives show top-dose activity, negative = inhibition, most hits filed as inhibitors. purified Giardia FBPA. A8B2U2. 290,000 compounds, 0.71% hits; note: potency is the fitted concentration of half-maximal effect; % is set by controls: 0 for no effect and ±100 for the full control effect; nearly all actives have a fitted effect of over 55% in size
Target sequence (A8B2U2 whole entry, looked up): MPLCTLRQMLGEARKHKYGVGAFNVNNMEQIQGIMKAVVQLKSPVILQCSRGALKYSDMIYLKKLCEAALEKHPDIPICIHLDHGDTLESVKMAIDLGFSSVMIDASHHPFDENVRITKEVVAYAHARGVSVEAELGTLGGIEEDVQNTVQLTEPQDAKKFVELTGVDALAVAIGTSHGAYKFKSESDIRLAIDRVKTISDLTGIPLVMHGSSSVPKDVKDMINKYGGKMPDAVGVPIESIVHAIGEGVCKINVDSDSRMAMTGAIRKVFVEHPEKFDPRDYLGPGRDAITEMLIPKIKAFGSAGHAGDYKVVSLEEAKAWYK
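Giardia FBPA (40 nM reagent) was preincubated 10 min at RT with compound (up to 57.5 uM final), then substrate plus GAPDH/TPI/NAD/arsenate coupling system with diaphorase/resazurin was added; resorufin fluorescence (525/598 nm) was read after 20 min.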
CHX counter – counter-screen for Shiga toxin inhibitors: cycloheximide protein synthesis inhibition. AID 2314. cell reporter, cycloheximide protein synthesis inhibition counterscreen. max response, %. 300,000 compounds, 12% hits; in the data active = max response mostly above about 13%, no sharp cut-off; inactive = mostly below about 14%; note: read at 38.3 µM for the half of the compounds with a filed dose; 0% is about no effect
Pf growth 48h – P. falciparum growth inhibition at 48 hours (one generation); 310,000 compounds, 5.9% hits; AID 504832; P. falciparum luciferase growth in erythrocytes, 48 h; Potency, µM (top dose mostly 28.7 µM), for inactives: top-dose activity change, negative = inhibition, usual class: inhibitors; note: potency is the fitted concentration of half-maximal effect; % is set by controls: 0 for no effect and ±100 for the full control effect
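Cell-based growth assay: transgenic P. falciparum expressing firefly luciferase, cultured in red cells within RPMI 1640 containing 0.5% w/v Albumax, 24 mM bicarbonate and gentamycin. A drop in luciferase activity indicates inhibition.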
Sm TGR block – blocks Schistosoma mansoni thioredoxin glutathione reductase. Q962Y6. purified TGR, DTNB reduction, TNB absorbance 405 nm. Potency, µM (highest dose often 114 µM), for the others: at the highest dose activity change, negative = inhibition, usual class: inhibitors. 360,000 compounds, 3% hits; note: potency is the fitted concentration of half-maximal effect; % is set by controls: 0 for no effect and ±100 for the full control effect; nearly all actives have a fitted effect of over 60% in size
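Kinetic colorimetric format: TGR-catalysed, NADPH-driven DTNB reduction monitored via TNB absorbance. Enzyme dispensed at 20 nM; compound exposure 15 min at room temperature before reaction start.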
Pf growth 96h – inhibits malaria parasite growth, 96 h. P. falciparum luciferase reporter growth, 96 h. Potency, µM (top dose mostly 28.7 µM), inactives show at the top dose activity change, negative = inhibition, usual class: inhibitors. 320,000 compounds, 6.9% hits; note: potency is the fitted concentration of half-maximal effect; % is set by controls: 0 for no effect and ±100 for the full control effect
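Two parasite generations (96 h, 37 C, 5% CO2) of compound exposure in infected erythrocytes (0.05% parasitemia, 2% hematocrit). Luciferase-reporter P. falciparum; decreased luminescence indicates inhibited growth, aimed at apicoplast-acting delayed death.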
Active calls of the source: *; ? = inconclusive; · = not tested or not shown; & = joins results of further samples; ! = not active in a repeat; [ ] = remark or other dose. Unless noted, calls come from the whole dose curve; as a rule, active = well fitted curve in the direction sought with a large enough effect; inconclusive = small, poorly fitted or top-dose-only effect, or another doubt; inactive = no such curve, though single readings can be large; an effect the other way counts as inactive or inconclusive. The order is random; any-hit rate near 24%.

SMILES	Shiga toxin inh	Giardia FBPA inh	CHX counter	Pf growth 48h	Sm TGR block	Pf growth 96h
O=C(COc1ccccc1)Nn1cnc2ccccc21	19	-8%	-2	16%	0%	?
Cc1nc2cc(-c3ccc(Cl)cc3)nn2c(C)c1CCC(=O)NCc1ccco1	15	0%	12	·	-24%	-17%
CCCc1n[nH]c(=O)c2c1nnn2Cc1ccccc1	4	12%	-2	9%	-16%	-11%
CCC(C)Oc1nc(C)cc(C)c1S(=O)(=O)c1ccccc1C (configuration not stated)	-10	3%	0	?	11%	?
Cc1cc(C)c(C)c(S(=O)(=O)Nc2ccccc2C(=O)NCCCn2ccnc2)c1C	-14	-2%	6	?	-1%	·
COc1cccc(NC(=O)CN(C)C(=O)c2cc3c(s2)CCCCC3)c1	·	·	·	-2%	-4%	-2%
COc1cccc(C(=O)Nc2cccc3cccnc23)c1OC	·	9%	22*	42%[activator]	0%	133%[activator]
Cc1ncsc1CCC(=O)N1CCCC(C(=O)c2ccc3c(c2)OCO3)C1 (configuration not stated)	33	-1%	23*	-4%	·	24%
CCCN1Cc2cccc(C(=O)NCCc3cccc(C)c3)c2C1=O	3	7%	-9	?	0%	118%[activator]
CCOc1ccc(S(=O)(=O)NC(C)C)cc1C(N)=O	2	6%	-2	23%	·	?
CCOC(=O)C1=C(C)Nc2ccccc2N=C1NC(=O)C(CC)c1ccccc1 (configuration not stated)	-8	1%	1	-22%	-3%	4%
CC(C)C(C(=O)NCC1CCCO1)N(Cc1cccs1)C(=O)CNS(=O)(=O)c1ccccc1 (configuration not stated)	3	1%	-6	-9%	·	-19%
O=C(Cn1nnc(-c2ccccc2F)n1)N1CCCCC1	50*	5%	35*	149%[activator]	13%	7%
COc1ccc(C)cc1NC(=O)CCN1CCCC1	-9	-6%	-1	18%	2%	-5%
CN(CC(=O)Nc1cccc(F)c1)C(=O)CCNC(=O)c1ccc(Br)cc1	36	·	22*	12%	-5%	-8%
COc1ccc(S(=O)(=O)N2CCCN(CC(=O)Nc3ccc4c(c3)OCO4)CC2)cc1	13	1%	8	?	5%	?
CCC1=NN(C(=O)COc2ccccc2)C(O)(c2ccncc2)C1 (configuration not stated)	3	4%	4	1%	7%	-4%
Cc1ccc(S(=O)(=O)N(CC(O)CN2CCCC2)c2ccccc2)cc1 (configuration not stated)	-12	-22%	-3	·	-1%[11.4 µM]	83%[activator]
Cc1nn(Cc2c(F)c(F)c(F)c(F)c2F)c(C)c1NC(=O)c1c(-c2ccccc2)nn(-c2ccccc2)c1C	-8	6%	4	?	16%	31%
COCCCNC(=O)CNC(=S)N(Cc1ccccc1)Cc1cccnc1	-9	8%	-3	36%[activator]	5%	10µM*
CCN1CCN(c2nc3c(C)cccn3c(=O)c2/C=C(\C#N)S(=O)(=O)c2ccc(C)cc2)CC1	16	4%	-4	13%	0%	4.1µM*
Cc1cc2nc(-c3ccc(SCc4ccccc4C#N)nc3)[nH]c2cc1C	46*	1%	34*	0%	2%	0%
Cn1c(=NC(=O)c2ccccc2[N+](=O)[O-])sc2cc(S(C)(=O)=O)ccc21	50*	-3%	64*	149%[activator]	2%	307%[activator]
O=C(CSc1cn(Cc2ccccc2)c2ccccc12)Nc1nccs1	76*	-1%	37*	·	0%	?
CCn1cc(CN2CCC(C(=O)Nc3cccc(-c4cccc(F)c4)c3)CC2)cn1	-3	-15%	-2	?	7%	0%

In the list so far, 4 contain an aryl methoxy group:
SMILES	Shiga toxin inh	Giardia FBPA inh	CHX counter	Pf growth 48h	Sm TGR block	Pf growth 96h
COc1cccc(NC(=O)CN(C)C(=O)c2cc3c(s2)CCCCC3)c1	·	·	·	-2%	-4%	-2%
COc1cccc(C(=O)Nc2cccc3cccnc23)c1OC	·	9%	22*	42%[activator]	0%	133%[activator]
COc1ccc(C)cc1NC(=O)CCN1CCCC1	-9	-6%	-1	18%	2%	-5%
COc1ccc(S(=O)(=O)N2CCCN(CC(=O)Nc3ccc4c(c3)OCO4)CC2)cc1	13	1%	8	?	5%	?

The main list resumes, starting 4 compounds before the break.
SMILES	Shiga toxin inh	Giardia FBPA inh	CHX counter	Pf growth 48h	Sm TGR block	Pf growth 96h
Cc1cc2nc(-c3ccc(SCc4ccccc4C#N)nc3)[nH]c2cc1C	46*	1%	34*	0%	2%	0%
Cn1c(=NC(=O)c2ccccc2[N+](=O)[O-])sc2cc(S(C)(=O)=O)ccc21	50*	-3%	64*	149%[activator]	2%	307%[activator]
O=C(CSc1cn(Cc2ccccc2)c2ccccc12)Nc1nccs1	76*	-1%	37*	·	0%	?
CCn1cc(CN2CCC(C(=O)Nc3cccc(-c4cccc(F)c4)c3)CC2)cn1	-3	-15%	-2	?	7%	0%
CCOc1ccc(-n2c(C)cc(/C=C3/C(=N)N4C(=NC3=O)SN=C4S(C)(=O)=O)c2C)cc1	21	0%	-1	?	-14%	8.3µM*
O=C(CCSCc1ccc(Cl)cc1)NCCc1ccccc1	-9	3%	-2	6%	1%&-3%	-27%
O=C(NCC1CCCO1)C(=O)N/N=C/c1c(F)cccc1Cl (configuration not stated)	-2	·	1	42%[activator]	-6%	?
COc1ccccc1NC(=O)c1cc2ccccc2o1	64*	-19%	39*	122%[activator]	-3%	5.2µM*
CN(CC(=O)Nc1ccc(Cl)cc1)C(=O)c1cccc(S(=O)(=O)N(C)C)c1	-12	3%	1	?	-6%	10µM*
COc1ccc2[nH]c3c(c2c1)CC(C)NC3=O (configuration not stated)	-13	0%	1	31%[activator]	-20%	?
O=C(COC(=O)c1ccc(F)cc1F)Nc1ccc2[nH]c(=O)[nH]c2c1	-3	-1%	-2	27%	·	-2%
CC(C)CN(CC(C)C)C(=O)CN1c2cccc3cccc(c23)S1(=O)=O	3	18%	1	10%	-12%	0%
Cc1cc(C)n(-c2ccc(NN=C(C#N)C#N)cc2)n1	18	?	14	?	32µM*	?
CCCn1c2c(c(O)c(C(=O)NCc3ccccc3)c1=O)CCCC2	26	·	2	14%	0%	?
COc1cc(C(=O)NC(=S)NCc2ccco2)cc(OC)c1OC	-10	4%	3	?	3%	0%
C#CCOCCOCCOCCNc1nc(N2CCN(C(=O)CCCCCCCCCCNC(=O)[C@H](CCCCN)n3cc(CCO)nn3)CC2)nc(N2CCN(C(=O)CCCCCCCCCCNC(=O)[C@H](CCCCN)n3cc(C[C@@H](C)CC)nn3)CC2)n1	·	·	·	7.4µM*	50µM*	?
C/C(=N\NS(=O)(=O)c1ccc(Cl)cc1)c1ccc(NC(=O)c2ccco2)cc1	34*	9%	34*	81%[activator]	-8%	34%[activator]
CCOc1ccccc1C1C2C(=O)N(c3ccccc3)C(=O)C2ON1c1ccccc1 (configuration not stated)	-5	1%	-2	10%	-26%	-2%[5.75 µM]
O=C(CSc1ccc(-c2ccc(F)cc2)nn1)N1CCCc2ccccc21	9	-7%	7	-2%	0%	?
COc1cc(-n2c(=O)c3ccccc3n(Cc3cc(=O)n4ccccc4n3)c2=O)cc(OC)c1OC	-8	4%	-3	7%	6%	?
C/C(=N/NC(=O)COc1cc(C)ccc1C(C)C)C(=O)O	21	?	-2	?	0%	-36%
Cc1c(C(=O)NC(=S)NCc2cccnc2)oc2ccccc12	-22	0%	6	24%	0%[57.1 µM]	-28%
CN1CCN(C(=O)COc2ccc3ccccc3c2)CC1	31*	5%	14*	59%[activator]	0%	16%
O=C(NC(c1ccccc1)c1cc(Cl)c2cccnc2c1O)c1cccnc1 (configuration not stated)	-2	?	-1	0.66µM*	-3%	9%
Cc1ccc(C(=O)N2CCC(C(=O)NC3CCCCCC3)CC2)cc1	56	-10%	28*	?	32%	?
CCCCn1c(N)c(N(CC)C(=O)c2cccc(F)c2)c(=O)[nH]c1=O	-10	-5%	-8	3%	-8%	17%
Cc1ccc2nc(Cl)c(C3CC(c4ccco4)=NN3S(C)(=O)=O)cc2c1 (configuration not stated)	9	0%	-2	?	14µM*	?
C=CCN=C(NC#N)SCc1ccccc1Cl	-5	8%	-5	9%	4%	-9%
Cc1noc(C)c1COc1ccc(CC(=O)NCc2ccccc2)cc1	-2	6%	-4	11%	-12%	43%[activator]
Later entries:
SMILES	Shiga toxin inh	Giardia FBPA inh	CHX counter	Pf growth 48h	Sm TGR block	Pf growth 96h
Cc1cc(N(CN2CCCC2=O)C(=O)c2ccccc2)no1	-2	6%	2	8%	13%	?
Cc1cccc(N=C2NC(=O)CS2)c1	-5	-5%	-3	-8%	0%	-22%
O=C1COc2ccc(C(=O)COC(=O)/C=C/c3cccc(F)c3)cc2N1	20	-1%	0	-25%	9%	3%
Cc1cc(C)n(C2=NS(=O)(=O)c3ccccc32)n1	-7	-2%	-3	-4%	-4%	-16%
Cn1nc(OC(=O)Nc2cccc(Cl)c2)cc1C(F)(F)F	15	1%	5	·	0%	?
Cc1cccc(NC(=O)NCCCCc2ccccc2)c1	23*	-11%	10	?	3%	?
Cc1cc(C)c(S(=O)(=O)NCCC2CCCN2C)c(C)c1 (configuration not stated)	3	2%	-1	-15%	2%	?
CCOC(=O)Cc1csc(NC(=O)c2c(-c3c(Cl)cccc3Cl)noc2C)n1	-20	-5%	-3	?	-20%	?
CCCc1cc(=O)[nH]c(SCC(=O)N2CCN(S(=O)(=O)c3ccc(C)cc3C)CC2)n1	-17	-1%	0	-15%	-2%	-10%
O=C(NCCCCO)C(F)(F)C(F)(F)C(F)(F)C(=O)NCCCCO	-10	1%	-2	3%	3%	·
CC(=O)c1ccccc1NC(=O)COC(=O)c1ccc2c(c1)nc(C)n2-c1ccccc1	7	6%	11	-8%	-1%	?
Cc1ccc(F)c(NC(=O)c2c(-c3ccccc3)noc2C)c1	-27	·	4	2%	3%	38%[activator]
O=c1c2ccccc2nc(SCc2nc3ccccc3s2)n1Cc1ccco1	-2	0%	3	9%	-10%	-20%
O=[N+]([O-])c1cccc(N(CC(O)CN2CCCCC2)S(=O)(=O)c2ccccc2)c1 (configuration not stated)	-3	-1%	-3	-3%	-11%	?
CCOC(=O)c1ccc(N=c2sc(C(=O)OC)cc(=O)n2CCCN2CCOCC2)cc1	-21&-8	-12%&-8%	-7&-10	?	-6%&-20%	4.7µM*!
O=C(CC1(O)C(=O)N(CCc2ccccc2)c2ccccc21)c1ccccn1 (configuration not stated)	-6	-1%	-2	0%	5%	-11%
CCCCOc1ccc(C(=O)OCC(=O)Nc2cc(C)on2)cc1	-8	-2%	-1	17%	10%	26%
CC1(C)CC(=O)C=C(Nc2ccc(S(N)(=O)=O)cc2)C1	-14	3%	4	-10%	-24%	-3%
CCOC(=O)N1CCN(S(=O)(=O)c2ccc(C(=O)Nc3ccc4c(c3)C(=O)NC4=O)cc2)CC1	16	-5%	-4	-1%	-12%	-5%
CN(C)/C=C/C(=O)c1ccc(Cl)cc1Cl	11	3%	17	6%	-23%	32%[activator]
Cc1n[nH]c(=S)n1/N=C/c1ccc(OCc2ccc(Cl)cc2)cc1	4	4%	3	52%[activator]	0%	48%[activator]
COc1cccc(NC(=O)c2cc3cccc(OC)c3o/c2=N\O)c1	109*	1%	81*	185%[activator]	1%	36%[activator]
CC1CCCN(C(=O)CN2CCC(c3nc4ccc(Cl)cc4[nH]3)CC2)C1 (configuration not stated)	-4	2%	-6	?	-8%	?
Cc1ccccc1NC(=O)NCC1CCCO1 (configuration not stated)	-2	13%	2	25%	6%	·
COC(=O)[C@@H](Cc1ccccc1)NC(=O)[C@H]1CCC(=O)N1C(=O)OCc1ccccc1	-7	10%	-4	-6%	-19%	6%
COC(=O)c1cccnc1-n1c(=O)c2cccnc2n(CC(=O)Nc2ccc(Br)cc2)c1=O	-16	0%	-7	?	-16%	35%[activator]
